Bioassay records from PubChem BioAssay.
BioA inh – blocks M. tuberculosis BioA enzyme activity; AID 602481; inhibition, % at 9.99 µM; 360,000 tested, 0.096% active; purified M. tuberculosis BioA enzyme, plate reader; in the data active = inhibition above about 40%; inconclusive = no clear call, values can overlap the other calls
FadD28 FP inh – blocks FadD28 binding to the bisubstrate probe; fluorescence polarization; inhibition, % at 12.5 µM; 360,000 tested, 0.22% active; AID 588549; in the data active = inhibition above about 8.5%, passing the limit was not always enough; inconclusive = no clear call, values can overlap the other calls
BoNT F protease – BoNT F light chain protease inhibition; Multiplex microsphere protease cleavage assay, flow cytometry; inhibition, % at 10 µM; 360,000 tested, 0.22% active; AID 588497; in the data active = inhibition above about 35%, passing the limit was not always enough; inconclusive = no clear call, values can overlap the other calls; note: plate controls were buffer without enzyme for full effect and enzyme alone for no effect
UGM FP inh – Mtb UDP-galactopyranose mutase inhibition. P9WIQ1. purified UGM, fluorescence polarization probe displacement. inhibition, % at 10 µM. 320,000 tested, 0.06% active. AID 504406; in the data active = inhibition above about 10%, passing the limit was not always enough; inconclusive = no clear call, values can overlap the other calls
Target sequence (P9WIQ1 whole entry, looked up): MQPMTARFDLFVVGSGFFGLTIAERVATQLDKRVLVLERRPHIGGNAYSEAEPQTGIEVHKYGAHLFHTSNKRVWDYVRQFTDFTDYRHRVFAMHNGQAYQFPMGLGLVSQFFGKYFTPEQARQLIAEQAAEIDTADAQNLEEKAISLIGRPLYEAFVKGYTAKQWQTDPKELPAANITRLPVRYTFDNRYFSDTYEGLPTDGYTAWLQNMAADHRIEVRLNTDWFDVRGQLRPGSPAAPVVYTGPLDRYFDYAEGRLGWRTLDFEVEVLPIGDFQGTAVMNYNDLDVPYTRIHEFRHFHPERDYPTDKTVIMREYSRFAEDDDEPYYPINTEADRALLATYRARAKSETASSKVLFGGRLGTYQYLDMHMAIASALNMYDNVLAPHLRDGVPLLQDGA
Mtb FBA inh – Mtb fructose-bisphosphate aldolase inhibition; 360,000 tested, 2.3% active; purified M. tuberculosis FBA, fluorescence read-out; AID 588726; inhibition, % at 1 µM; in the data active = inhibition above about 27%;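 note: 0% = vehicle and 100% = reference inhibitor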
Target sequence (P9WQA3 whole entry, looked up): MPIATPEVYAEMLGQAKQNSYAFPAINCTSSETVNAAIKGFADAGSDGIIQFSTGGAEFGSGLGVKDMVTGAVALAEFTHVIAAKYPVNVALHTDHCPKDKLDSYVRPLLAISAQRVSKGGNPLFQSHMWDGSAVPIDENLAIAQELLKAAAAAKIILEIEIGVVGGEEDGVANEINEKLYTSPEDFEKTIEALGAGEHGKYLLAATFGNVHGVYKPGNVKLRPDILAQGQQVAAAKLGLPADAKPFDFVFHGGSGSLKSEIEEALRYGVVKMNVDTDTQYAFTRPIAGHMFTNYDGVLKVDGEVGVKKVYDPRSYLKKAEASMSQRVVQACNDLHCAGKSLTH
PfHsp40 rescue – restores yeast growth despite PfHsp40 toxicity. S. cerevisiae expressing PfHsp40, growth rescue, ATP luminescence. growth rescue, % at 12.5 µM. 340,000 tested, 0.68% active. AID 504582; in the data active = growth rescue above about 28%, passing the limit was not always enough; inconclusive = no clear call, values can overlap the other calls;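 note: yeast W303a lacking pdr1 and pdr3 grown in galactose medium; growth measured after three days at 30 °C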
Anthrax LF prot – inhibitors of Bacillus anthracis lethal factor protease. P15917. multiplex microsphere protease cleavage assay, LF. inhibition, % at 10 µM. 360,000 tested, 0.12% active. AID 588501; note: plate controls were buffer without enzyme for full effect and enzyme alone for no effect
BoNT A protease – BoNT A light chain protease inhibition | multiplex microsphere protease substrate cleavage, flow cytometry | inhibition, % at 10 µM | 360,000 tested, 0.17% active | AID 588499; note: plate controls were buffer without enzyme for full effect and enzyme alone for no effect
GDH-TPI inh – GDH-TPI coupled enzyme inhibition counter-screen | inhibition, % at 4.8 µM | GDH-TPI coupled enzyme counterscreen, NADH absorbance | 360,000 tested, 1.2% active | AID 588335; in the data active = inhibition above about 30%;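 note: 0% = DMSO wells and 100% = wells lacking the enzyme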
Starred values were filed as active, the others as inactive; ? = inconclusive; / = not tested or not shown; & = joins results of further samples. Cut-off read from the data, not from the text of the source, unless noted: active = inhibition above about 30%; inconclusive = no clear call, values can overlap the other calls; inactive = below that.

SMILES	BioA inh	FadD28 FP inh	BoNT F protease	UGM FP inh	Mtb FBA inh	PfHsp40 rescue	Anthrax LF prot	BoNT A protease	GDH-TPI inh
CN(C)c1ccc(/C=C2/C[N+](C)(C)C/C(=C/c3ccc(N(C)C)cc3)C2=O)cc1	/	-3.7	-27.3	/	-16.8	0.1	40.9*	85.5*	16.4
CCCCn1c(Cc2ccccc2)nnc1SCC(=O)Nc1cc(C)on1	-3.4	-1.6	-4.7	3.5	0.3	0.3	10.7	-0.8	2.3
c1ccc(OCc2nc3ccccc3s2)cc1	0.0	-1.1	-2.3	-0.9	0.0	0.6	-1.4	-1.5	-9.1
CCCCOC(=O)Cn1cnc2ccc(Br)cc2c1=O	2.3	-2.3	1.8	-1.3	-3.0	5.6	-3.8	4.7	-2.4
O=C(CSc1nc2sc3c(c2c(=O)[nH]1)CCC3)NCCO	-0.1	-1.7	0.8	1.4	1.4	0.0	-0.7	-0.6	-1.2
O=C(NC1CC1)c1ccc(COc2ccc(F)cc2)o1	-0.4	-4.0	-1.7	-0.5	-0.9	1.5	-2.6	0.0	-9.4
CCOC(=O)c1ccc(NC(=O)c2c(N)n(Cc3ccccc3)c(=O)[nH]c2=O)cc1	0.1	-2.6	-5.4	2.8	8.0	0.6	2.2	-0.7	10.1
CC(C)c1nc2c(c(=O)c3ccccc3n2C)c(=O)n1-c1ccc(F)cc1	/	-3.2	-4.2	-2.1	-3.6	-0.2	-0.1	-0.5	5.3
C[C@H](NC(=O)c1nc[nH]c1C(=O)NCC(=O)OCc1ccccc1)C(=O)OCc1ccccc1	0.2	-2.2	-7.0	1.8	-2.3	-0.3	-5.2	-0.4	3.1
COc1ccc(N(C(=O)c2cnsn2)C(C(=O)NC2CCCCC2)c2ccncc2)cc1 (stereo unspecified)	/	1.0	-4.7	-4.1	-0.8	0.7	-1.5	0.7	3.5
Cc1ccc(S[C@@H](CCN2CC[C@H](C(C)(C)C)CCC2=O)c2ccccc2)cc1	-2.3	-0.2	-0.7	-0.7	0.1	1.4	-5.6	-0.3	11.2
COc1ccc2c(c1)c(C(=O)CN1CCC3(CC1)OCCO3)c(C)n2C	2.4	-0.5	4.1	-2.1	2.0	-0.8	1.7	0.9	4.2
Cc1ccccc1-c1nc(Cc2ccc(Cl)cc2)no1	0.1	-4.6	4.6	-2.8	0.0	1.2	2.0	0.5	-12.8
CCC(CC)NC(=O)c1cccc(Br)c1	/	-0.1	-1.2	0.8	-0.8	0.4	-3.4	0.2	3.1
COC(=O)COc1ccc2oc(=O)cc(-c3cc4ccccc4o3)c2c1	-1.1	1.6	2.8	-2.4	-1.3	1.0	1.2	1.1	20.5
CC1CCc2sc3ncnc(N4CCN(C)CC4)c3c2C1 (stereo unspecified)	0.5	0.9	15.8	/	-0.2	0.0	6.4	2.2	8.9
CC1CCCN(C(=O)C2CCN(c3nc(-c4ccccc4)nc4c3CCC4)CC2)C1 (stereo unspecified)	1.7	-2.4	-10.6	4.3	-1.3	-0.5	-3.0	1.3	0.0
COc1ccc(/C=C/c2nc(S(=O)(=O)c3ccccc3)c(N(C)C)o2)cc1	0.4	0.1	4.5	1.7	-2.2	-0.4	-2.3	-0.1	11.3
COc1ccccc1N1CCN(C2CCN(C(=O)c3cccs3)CC2)CC1	-0.4	1.5	20.7	-1.1	5.8	-0.3	2.9	1.4	4.3
COC(=O)c1ccccc1N(C)S(=O)(=O)c1cc2c3c(c1)CCC(=O)N3CCC2	1.5	0.1	2.8	1.6	0.6	-0.4	1.3	-1.6	3.8
Cc1cc(NS(=O)(=O)c2ccc(NC(=O)c3cc4cc(Br)ccc4oc3=O)cc2)no1	/	0.6	17.5	-1.7	1.1	-1.1	-1.6	1.8	4.8
CN(C)S(=O)(=O)N1CCN(c2cccc(Cl)c2)CC1	-2.0	0.6	2.6	0.9	2.3	0.2	-0.9	?	0.0
Cc1cccc(OCCC(=O)OCC(=O)N2CCc3ccccc32)c1	1.2	-0.6	-9.8	-0.5	5.0	1.0	-9.5	1.6	4.3
Cc1c(Br)c([N+](=O)[O-])nn1C(C)C(=O)NCc1cccs1 (stereo unspecified)	0.8	-1.3	-1.6	2.6	-1.3	-1.0	-2.3	0.5	4.0

10 neighbouring compounds out of the list so far:
SMILES	BioA inh	FadD28 FP inh	BoNT F protease	UGM FP inh	Mtb FBA inh	PfHsp40 rescue	Anthrax LF prot	BoNT A protease	GDH-TPI inh
Cc1ccccc1-c1nc(Cc2ccc(Cl)cc2)no1	0.1	-4.6	4.6	-2.8	0.0	1.2	2.0	0.5	-12.8
CCC(CC)NC(=O)c1cccc(Br)c1	/	-0.1	-1.2	0.8	-0.8	0.4	-3.4	0.2	3.1
COC(=O)COc1ccc2oc(=O)cc(-c3cc4ccccc4o3)c2c1	-1.1	1.6	2.8	-2.4	-1.3	1.0	1.2	1.1	20.5
CC1CCc2sc3ncnc(N4CCN(C)CC4)c3c2C1 (stereo unspecified)	0.5	0.9	15.8	/	-0.2	0.0	6.4	2.2	8.9
CC1CCCN(C(=O)C2CCN(c3nc(-c4ccccc4)nc4c3CCC4)CC2)C1 (stereo unspecified)	1.7	-2.4	-10.6	4.3	-1.3	-0.5	-3.0	1.3	0.0
COc1ccc(/C=C/c2nc(S(=O)(=O)c3ccccc3)c(N(C)C)o2)cc1	0.4	0.1	4.5	1.7	-2.2	-0.4	-2.3	-0.1	11.3
COc1ccccc1N1CCN(C2CCN(C(=O)c3cccs3)CC2)CC1	-0.4	1.5	20.7	-1.1	5.8	-0.3	2.9	1.4	4.3
COC(=O)c1ccccc1N(C)S(=O)(=O)c1cc2c3c(c1)CCC(=O)N3CCC2	1.5	0.1	2.8	1.6	0.6	-0.4	1.3	-1.6	3.8
Cc1cc(NS(=O)(=O)c2ccc(NC(=O)c3cc4cc(Br)ccc4oc3=O)cc2)no1	/	0.6	17.5	-1.7	1.1	-1.1	-1.6	1.8	4.8
CN(C)S(=O)(=O)N1CCN(c2cccc(Cl)c2)CC1	-2.0	0.6	2.6	0.9	2.3	0.2	-0.9	?	0.0

Further results follow.
SMILES	BioA inh	FadD28 FP inh	BoNT F protease	UGM FP inh	Mtb FBA inh	PfHsp40 rescue	Anthrax LF prot	BoNT A protease	GDH-TPI inh
O=C(COC(=O)c1ccc(Cl)cc1)NC(=O)NC1CCCC1	/	-2.9	2.2	/	-1.1	-0.1	-2.9	-6.2	-2.4
O=C(NCC(F)(F)F)c1ccc(S(=O)(=O)Nc2ccccc2N2CCCC2)cc1	-3.3	-1.7	16.2	-1.0	3.7	-0.2	26.5	9.8	4.4
CCCC1=C(C(=O)OCC)C(/C=C/c2ccccc2)n2ncnc2N1 (stereo unspecified)	0.7	-4.7	-6.3	-2.6	-3.5	1.3	0.6	?	3.0
C[C@@H]1CN([C@H](C)CO)S(=O)(=O)c2ccc(Br)cc2O[C@H]1CN(C)C(=O)Cc1ccccn1	3.4&9.8	-2.3	2.3	/	-2.7	/	0.8	0.1	1.9

Complete entries, quoted from the list. Order of values: BioA inh | FadD28 FP inh | BoNT F protease | UGM FP inh | Mtb FBA inh | PfHsp40 rescue | Anthrax LF prot | BoNT A protease | GDH-TPI inh
`CCCC1=C(C(=O)OCC)C(/C=C/c2ccccc2)n2ncnc2N1` (stereo unspecified) is entered as 0.7 | -4.7 | -6.3 | -2.6 | -3.5 | 1.3 | 0.6 | ? | 3.0
`O=C(COC(=O)c1ccc(Cl)cc1)NC(=O)NC1CCCC1` is entered as / | -2.9 | 2.2 | / | -1.1 | -0.1 | -2.9 | -6.2 | -2.4

Not a hit list, and some 4.7% of all compounds hit somewhere here.
